PMI act: activators of human phosphomannose isomerase. purified human PMI, coupled resazurin fluorescence, 20 min; active compounds read high; 1 = vehicle control, 0 substrate-free wells. activation factor at 20 µM. 0.005% of 190,000 active. AID 1214;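 active = activation factor of 2 or more at 20 µM, relative to plate controls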
PMI act satM6P: increases human PMI activity with near-saturating mannose 6-phosphate. P34949. 0.34% of 190,000 active. coupled PMI enzyme assay, resazurin fluorescence, 20 min; active compounds read high; 1 = untreated enzyme, 0 = substrate-free blank. activation factor at 20 µM;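 active = activation factor of 2 or more at 20 µM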
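Material: human phosphomannose isomerase with PGI, G6PDH, diaphorase coupling enzymes; amount: PMI at 15 ng/mL final; also added: Mannose-6-phosphate 1.0 mM (near-saturating) plus 0.22 mM NADP+; incubation: enzyme reaction with compound 20 min at room temperature; signal: resorufin fluorescence (Ex 544/Em 590 nm) from resazurin via diaphorase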
PPARg SRC-3 ag: agonists of human PPARgamma SRC-3 coactivator recruitment; biochemical PPARgamma/SRC-3 coactivator recruitment assay; activation, % at 8 µM; 0.26% of 200,000 active; AID 731; in the data active = activation above about 23%;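 note: 0% = DMSO and 100% = reference agonist; some compounds past the cut are filed as inactive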
Diaphorase act: counter-screen for diaphorase-based assays: diaphorase activators and chemical reducers; 0.005% of 190,000 active; AID 1229; activation factor at 20 µM; Diaphorase/resazurin coupled assay, resorufin fluorescence, 16 min; active compounds read high; 1 = vehicle wells, 0 = NADH-free wells;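 active = diaphorase activity raised at least twofold by the compound at 20 µM; inactive = activation factor below 2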
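Material: purified diaphorase enzyme from Clostridium kluyveri / Medium: HEPES pH 7.4 buffer with MgCl2 and Tween 20 / Schedule: enzyme reaction of 16 min at room temperature / Measured by: resorufin fluorescence, excitation 544 nm, emission 590 nm / Evaluation: rise in resorufin formation, marking diaphorase activation or chemical reduction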
PPARg SRC1 recr: agonists of human PPARgamma SRC-1 coactivator recruitment. P37231. PPARgamma-SRC-1 coactivator recruitment biochemical assay. activation, % at 8 µM. 0.41% of 200,000 active. AID 631; in the data active = activation above about 19%;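 note: 0% = DMSO and 100% = reference agonist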
TR-FRET SRC-2 ct: counter-screen for PPARgamma SRC-2 recruitment agonists: TR-FRET artefact; active compounds read high; AID 1049; TR-FRET ratio at 8 µM; 0.4% of 200,000 active; in the data active = TR-FRET ratio above about 2000; note: inactives centre near 1500
S1P3 antag: S1P3 (human) receptor antagonism. Q99500. CHO S1P3 NFAT-BLA reporter, FRET fluorescence, antagonist mode. inhibition, % at 4.98 µM. 0.27% of 170,000 active;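 active = inhibition above the plate cutoff, the mean inhibition of test wells on that plate plus 3 SD, cut at about 28% in these data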;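 note: cells challenged with S1P at its EC80 of 0.8 µM; blue over green emission ratio from cleaved BLA substrate after 4 h stimulation; 0% = S1P-stimulated wells and 100% = unstimulated DMSO-only wells; some compounds past the cut are filed as inactive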
Target sequence (Q99500 whole entry, looked up): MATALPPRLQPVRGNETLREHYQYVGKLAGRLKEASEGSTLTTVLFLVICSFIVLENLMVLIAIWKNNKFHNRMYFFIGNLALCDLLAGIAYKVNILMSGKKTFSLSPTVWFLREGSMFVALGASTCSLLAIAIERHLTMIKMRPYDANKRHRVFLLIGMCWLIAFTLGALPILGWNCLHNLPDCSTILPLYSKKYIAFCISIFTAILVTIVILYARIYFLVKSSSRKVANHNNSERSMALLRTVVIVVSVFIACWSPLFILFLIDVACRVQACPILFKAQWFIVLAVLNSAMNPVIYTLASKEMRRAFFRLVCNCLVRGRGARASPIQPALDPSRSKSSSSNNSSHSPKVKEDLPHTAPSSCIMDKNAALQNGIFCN
ROMK mod: modulators of human ROMK potassium channel; Tet-inducible ROMK, thallium flux fluorescence; actives lie on both sides; 2% of 130,000 active; B-score at 10 µM; AID 1918;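 active = signal ratio slope over the read window, or its plate-corrected B-score, at least 3 SD from the plate mean, either direction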;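 note: B-score of the F/F0 ratio slope over 7 to 12 s after thallium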
Target sequence (P48048 whole entry, looked up): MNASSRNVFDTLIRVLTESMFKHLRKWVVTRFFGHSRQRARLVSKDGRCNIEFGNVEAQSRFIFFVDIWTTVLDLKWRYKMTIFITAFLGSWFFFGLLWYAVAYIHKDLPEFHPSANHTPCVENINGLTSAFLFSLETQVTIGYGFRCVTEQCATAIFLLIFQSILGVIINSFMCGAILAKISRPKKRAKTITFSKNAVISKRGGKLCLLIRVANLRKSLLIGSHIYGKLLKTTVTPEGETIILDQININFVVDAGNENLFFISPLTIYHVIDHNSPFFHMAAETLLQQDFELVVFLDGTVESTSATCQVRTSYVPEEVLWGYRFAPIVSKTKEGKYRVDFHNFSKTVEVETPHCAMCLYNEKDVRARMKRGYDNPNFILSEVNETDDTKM
Diaphorase inh: inhibits diaphorase or chemically oxidizes, flagging diaphorase assay artifacts | diaphorase resazurin-to-resorufin fluorescence, NADH, 16 min; bacterial (C. kluyveri) enzyme, not human | inhibition, % at 20 µM | 0.69% of 190,000 active;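 active = primary screen inhibition at 20 µM above a set limit, cut at about 50% in these data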;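 note: plate controls were DMSO with full reaction for no effect and wells lacking NADH for full effect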
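Assay system: diaphorase enzyme from Clostridium kluyveri. Quantity: enzyme working solution with 0.14 U/mL diaphorase. Schedule: reaction incubation of 16 min at room temperature. Technique: resorufin fluorescence, excitation 544 nm, emission 590 nm. Controls: No-NADH positive control and DMSO neutral control.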
G6PDH CS: inhibits Leuconostoc G6PDH, flagging false hits in G6PDH-based assays. Purified L. mesenteroides G6PDH, diaphorase/resazurin coupled fluorescence, 45 min. inhibition, % at 5 µM. 0.12% of 200,000 active. AID 1020; in the data active = inhibition above about 50%
PPARg SRC-2 ag: promotes SRC-2 coactivator recruitment by human PPARgamma | activation, % at 8 µM | PPARgamma LBD-SRC-2 recruitment, biochemical | 0.34% of 200,000 active; in the data active = activation above about 22%;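 note: 0% = vehicle and 100% = reference agonist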
The depositor's hits bear a star; x = no result given.

SMILES | PMI act | PMI act satM6P | PPARg SRC-3 ag | Diaphorase act | PPARg SRC1 recr | TR-FRET SRC-2 ct | S1P3 antag | ROMK mod | Diaphorase inh | G6PDH CS | PPARg SRC-2 ag
Cc1ccc(C(=O)OCc2nnc(-c3ccc(Br)cc3)o2)cc1 | 0.9 | 0.9 | 8 | 0.9 | 13 | 1604 | 0 | -0.17 | 5 | -9 | 10
CC(=O)OCc1c(C(F)(F)F)nn(C)c1Oc1ccccc1 | 1 | 0.9 | 10 | 0.9 | 6 | 1767 | x | x | 11 | -16 | 11
OC(C#CCN1CCOCC1)(c1ccccc1)C1CCCCC1 (stereo not given) | 1.1 | 1.1 | 4 | 1.1 | -2 | 1570 | x | x | -11 | -1 | 2
COc1cccc(-c2nc(C(N)=O)c3[nH]c(=O)n(-c4cccc(Cl)c4)c3n2)c1OC | 0.8 | 0.8 | 2 | 0.9 | 1 | 1350 | -9 | x | 14 | -2 | 3
Cc1cc(C(=O)NCCN2CCOCC2)ccc1[N+](=O)[O-] | 1 | 1 | 2 | 0.9 | -8 | 1642 | 1 | 1 | 11 | 8 | -10
COc1cc(C(=S)N2CCCC2)ccc1OS(=O)(=O)c1ccc(NC(C)=O)cc1 | 0.8 | 0.9 | 4 | 0.7 | 6 | 1848 | -17 | 0.63 | 32 | 2 | 6
CN1C(=O)CC(N2CCC(C(N)=O)(N3CCCCC3)CC2)C1=O (stereo not given) | 0.9 | 0.9 | -9 | 0.9 | -2 | 1380 | 3 | x | 12 | 4 | 1
COc1ccc(NC(=O)c2cc(C(C)C)on2)c(OC)c1 | 0.9 | 0.9 | -1 | 1 | 4 | 1607 | -13 | x | 4 | 22 | 4
Cc1ccccc1-c1nnc(SCC(=O)Nc2cccc(C)c2C)o1 | 1.1 | 0.9 | 5 | 0.9 | 6 | 1436 | -7 | x | 6 | 4 | 3
Cc1ccc(Cn2ccc(NC(=O)c3cc(C(C)C)on3)n2)cc1 | 1 | 0.9 | -2 | 0.9 | 5 | 1525 | 8 | x | 9 | -1 | 8
COc1ccc(-c2cn[nH]c2C)cc1OC | 1 | 1 | 4 | 1.2 | 6 | 1590 | -9 | 0.59 | -17 | 5 | 2
CCNC(=S)NS(=O)(=O)c1ccc(F)cc1 | 1 | 1.1 | 2 | 1.1 | 7 | 1559 | 0 | -0.1 | -10 | 5 | 0
CN(C(=O)COC(=O)c1nc(Cl)c(Cl)c(Cl)c1Cl)C1CCS(=O)(=O)C1 (stereo not given) | 1.1 | 1 | -7 | 0.6 | 0 | 1636 | 2 | 0.029 | 43 | 9 | -2
O=C(NC1CCCCC1)C(c1ccccc1)N1CCOCC1 (stereo not given) | 1.1 | 1.1 | 4 | 0.9 | 9 | 1539 | -11 | 0.55 | 5 | 8 | 4
Cc1cc2nc(N)sc2cc1[N+](=O)[O-] | 1 | 1 | 2 | 0.9 | 7 | 1504 | x | x | 10 | 6 | 2

The final 4 records of the part before open the next one.
SMILES | PMI act | PMI act satM6P | PPARg SRC-3 ag | Diaphorase act | PPARg SRC1 recr | TR-FRET SRC-2 ct | S1P3 antag | ROMK mod | Diaphorase inh | G6PDH CS | PPARg SRC-2 ag
CCNC(=S)NS(=O)(=O)c1ccc(F)cc1 | 1 | 1.1 | 2 | 1.1 | 7 | 1559 | 0 | -0.1 | -10 | 5 | 0
CN(C(=O)COC(=O)c1nc(Cl)c(Cl)c(Cl)c1Cl)C1CCS(=O)(=O)C1 (stereo not given) | 1.1 | 1 | -7 | 0.6 | 0 | 1636 | 2 | 0.029 | 43 | 9 | -2
O=C(NC1CCCCC1)C(c1ccccc1)N1CCOCC1 (stereo not given) | 1.1 | 1.1 | 4 | 0.9 | 9 | 1539 | -11 | 0.55 | 5 | 8 | 4
Cc1cc2nc(N)sc2cc1[N+](=O)[O-] | 1 | 1 | 2 | 0.9 | 7 | 1504 | x | x | 10 | 6 | 2
CCOc1c(Br)cc(C(N)=O)cc1OCc1ccccc1 | 0.9 | 0.9 | 8 | 0.9 | 7 | 1508 | -16 | -2.3 | 13 | -2 | 6
Cc1ccc(S(=O)(=O)NNC(=O)c2cnn(-c3ccccc3)c2-n2cccc2)cc1 | 0.9 | 1 | -12 | 1 | 0 | 1357 | x | x | -3 | 1 | 6
COc1ccc(NC2=NC(=S)N(c3ccccc3C)C23CCCCC3)cc1 | 0.9 | 0.9 | 6 | 0.9 | 1 | 1465 | x | x | 13 | 0 | 2
COc1ccc(C(C(N)=O)c2ncc(C(F)(F)F)cc2Cl)cc1 (stereo not given) | 1.1 | 1 | 8 | 0.9 | 15 | 1869 | -8 | 0.021 | 5 | 2 | 8
CCOc1ccc(CC(=O)Nc2nccs2)cc1 | 1 | 1 | -5 | 0.9 | 2 | 1561 | 5 | 0.78 | 14 | 6 | 4
O=C(N/N=C/c1cccs1)c1n[nH]c2c1CCC2 | 0.9 | 1 | 3 | 0.8 | -3 | 1544 | -4 | x | 16 | -8 | -8
O=C(COC(=O)c1cc(S(=O)(=O)Nc2ccccc2Cl)ccc1O)Nc1nc2ccccc2s1 | 1 | 0.9 | 3 | 0.7 | 5 | 1854 | 7 | 0.79 | 28 | -3 | 2
CCc1ccccc1NC(=O)CSc1ncn[nH]1 | 1 | 1 | -10 | 1 | -3 | 1386 | -6 | x | 0 | 28 | 3
O=C(CSc1ncn[nH]1)Nc1ccccc1Sc1ccccc1 | 1 | 1 | -2 | 1 | 7 | 1497 | x | x | 5 | -3 | 6
Nc1nc2nc(-c3ccc(OCc4ccccc4)cc3)cc(C(F)(F)F)n2n1 | 1.1 | 1.1 | 3 | 1 | 1 | 1547 | x | 0.1 | 3 | 0 | 7
CCC1Oc2ccc(C)cc2N(CC(=O)N(Cc2cccnc2)Cc2ccc(C)o2)C1=O (stereo not given) | 0.8 | 0.9 | 4 | 0.7 | -4 | 1451 | 11 | x | 25 | -34 | 0
COc1cc(C(=S)N2CCCCC2)ccc1O | 1 | 1 | 18 | 0.9 | -2 | 1460 | x | 1.1 | 9 | 6 | 6
CC1(C)CC(=O)C=C(NCCN2CCNCC2)C1 | 1 | 1 | 9 | 1 | 0 | 1647 | x | 0.95 | 3 | 0 | 5
O=C(c1cccc2cccc(O)c12)N1CCCCC1 | 0.7 | 0.4 | 19 | 0.6 | -1 | 1570 | -30 | x | 38 | 41 | 1
COc1ccc(C(=O)NCC(=O)O)cc1 | 0.9 | 1 | 11 | 0.9 | -4 | 1567 | -10 | x | 14 | 14 | 5
CNc1oc(-c2ccc(Cl)cc2)nc1P(=O)(c1ccccc1)c1ccccc1 | 0.8 | 0.8 | -5 | 0.7 | -6 | 1438 | x | 0.25 | 26 | 18 | -8
COc1ccc(C2N=C(c3ccccc3)C(C)(C)N2O)cc1OC (stereo not given) | 1.1 | 1.1 | 0 | 0.9 | 4 | 1651 | -1 | x | 8 | 11 | 9
CNC(=O)Nc1nnc(C(C)(C)C)s1 | 1 | 0.9 | 6 | 0.8 | 2 | 1563 | x | -0.88 | 22 | -1 | 8
C=CCCCCCCCCC(=O)Nc1c[nH]c(=O)[nH]c1=O | 0.9 | 0.8 | -3 | 0.9 | 8 | 1485 | x | x | 10 | 10 | -2
CCN(CC)CC(=O)Nc1ccc([N+](=O)[O-])cc1 | 0.9 | 0.8 | -3 | 0.9 | 4 | 1633 | -20 | 0.14 | 12 | 13 | -1
O=c1cc(O)c2sc(Nc3ccc(F)cc3)nc2[nH]1 | 0.3 | 0.4 | 4 | 0.2 | -1 | 1691 | 12 | 0.0036 | 78* | 13 | 3
COc1ccccc1/C=C/C(=O)NCC(=O)N/N=C/c1cccnc1 | 1.1 | 1 | 2 | 1 | -3 | 1574 | -10 | -1.3 | -1 | -1 | -8
CC(=O)c1cccc(CN2CCN(Cc3ccccc3)C(CCO)C2)c1 (stereo not given) | 1 | 1 | 3 | 1 | 6 | 1618 | 5 | 1.8 | -1 | -2 | 0
Cc1nn(-c2ccccc2)c2c1C(=O)N(c1ccccc1)C(=O)C(C)(C)C2 | 1 | 1.1 | -3 | 1.1 | 13 | 1570 | x | x | -7 | 8 | 1
CCc1ccc(C2(O)CC(C(F)(F)F)=NN2C(=O)Cc2ccc([N+](=O)[O-])cc2)cc1 (stereo not given) | 0.9 | 0.9 | 16 | 0.8 | -2 | 1631 | x | x | 22 | 4 | 0
CC(NC(N)=O)C(=O)OCC(=O)c1ccc(-c2ccccc2)cc1 (stereo not given) | 1.1 | 1 | 3 | 1 | 1 | 1688 | 7 | x | -3 | 5 | 2
CC(C)C(NC(=O)c1ccc(C(C)(C)C)cc1)C(=O)NCCc1ccccn1 (stereo not given) | 1 | 1 | -5 | 1.1 | -8 | 1722 | -4 | 0.45 | -6 | 10 | 2
CC(C)C(=O)Nc1ccc(-c2csc(-c3ccccc3)n2)cc1 | 1 | 1.1 | 8 | 0.9 | -1 | 1661 | x | x | 13 | 1 | 13
CCOC(=O)c1ccc(Oc2ccc(C(F)(F)F)cn2)cc1 | 1 | 1.1 | 0 | 1 | -2 | 1843 | 2 | -0.78 | 4 | -3 | 7
COc1cccc(NC(=O)N2CCCC2C(=O)NC2CC2)c1 (stereo not given) | 1 | 1.1 | 5 | 0.9 | -3 | 1607 | -16 | 0.13 | 12 | 1 | 1
O=C(Cn1nc(Cc2cccnc2)c2ccccc2c1=O)Nc1cccnc1Cl | 1.1 | 1.1 | -1 | 1 | -7 | 1657 | -21 | 0.7 | 1 | 6 | -4
CCS(=O)(=O)c1nc(S(=O)(=O)c2ccc(Cl)cc2)c(NCc2ccccn2)s1 | 1.2 | 1 | 0 | 1 | -2 | 1641 | -8 | 0.15 | -1 | 6 | -13
CCOC(=O)c1cn(-c2ccccc2)nc1-c1ccncc1 | 1 | 1 | 15 | 0.9 | 6 | 1490 | 4 | x | 13 | 7 | 6
CN(CC(=O)Nn1cnnc1)S(=O)(=O)c1ccccc1 | 1 | 1 | -2 | 1 | -1 | 1643 | x | 1.1 | 5 | 7 | -1
COc1cc(C(=O)OCC(=O)NCc2ccc(F)cc2)cc(NC(=O)c2cccs2)c1OC | 0.9 | 0.9 | 4 | 0.8 | 4 | 1567 | -14 | -1.3 | 18 | 8 | 4
O=C(Cn1cccc1C(=O)c1ccccc1)NCCCN1CCOCC1 | 0.9 | 0.9 | -5 | 0.9 | -1 | 1585 | -29 | -0.35 | 12 | 1 | -16
O=C(NNc1nc2cc3c(cc2s1)OCO3)c1ccc(F)cc1 | 1.3 | 1.3 | -2 | 1.1 | -5 | 1368 | -6 | -0.31 | -8 | 12 | -7

High-throughput results from PubChem.

Not a hit list, and some 3.3% of all compounds hit somewhere here.
